Screening results (PubChem BioAssay)
Salmonella PhoP GFP – PhoP regulon inhibitors, Salmonella typhi PhoP promoter GFP reporter, confirmatory (AID 1850); Salmonella Typhi PhoP-promoter GFP reporter, fluorescence, 4 h; higher % means a stronger effect; 0.33% of 310,000 active; inhibition, % at 50 µM; hits with a dose series show IC50 in µM; in the data active = a potency from the dose series; inconclusive = inhibition mostly from about 25% at the one dose, without a potency; inactive = the rest, 99 in 100 with inhibition below about 19%;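 note: 0% = induced wells with vehicle and 100% = uninduced wells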
M. tuberculosis HTS – M. tuberculosis growth inhibition, HTS (AID 449762); M. tuberculosis H37Rv growth inhibition, 7H9 media; higher % means a stronger effect; one-dose inhibition, % at 25 µM; IC50 in µM for titrated hits; 0.59% of 330,000 active; in the data active = a potency from the dose series; inconclusive = inhibition above about 70% without an active follow-up result;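 note: bacterial growth assessed after seven days of incubation; strong numbers were not always called active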
H1N1 NS1A inhibition – NS1A inhibition, H1N1 influenza, cell based functional assay (AID 504329). NS1A functional cell-based assay, percent inhibition; higher % means a stronger effect. 0.3% of 340,000 active. inhibition, % at 12.5 µM, or IC50 in µM where a hit was titrated; in the data active = a potency from the dose series; inconclusive = inhibition above about 27% without an active follow-up result; note: strong numbers were not always called active
inhibitors of VEEV – inhibitors of VEEV TC-83 cytopathic effect, confirmation, Vero cells (AID 588727) | Vero cells, VEEV TC-83 cytopathic effect inhibition; higher % means a stronger effect | inhibition, % at 20 µM; hits with a dose series show IC50 in µM | 0.13% of 350,000 active; in the data active = a potency from the dose series; inconclusive = inhibition mostly from about 14% at the one dose, without a potency; inactive = the rest, 99 in 100 with inhibition below about 12%; note: strong numbers were not always called active
tuberculosis growth – growth inhibition of non-replicating M. tuberculosis (AID 488890). Mycobacterium tuberculosis non-replicating, growth inhibition; higher % means a stronger effect. inhibition, % at 25 µM; hits with a dose series show IC50 in µM. 0.39% of 320,000 active; in the data active = a potency from the dose series; inconclusive = inhibition mostly from about 82% at the one dose, without a potency; inactive = the rest, 99 in 100 with inhibition below about 76%;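 note: plate controls were DMSO cells for no effect and high antibiotic wells for full effect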
inhibitors of VEEV 10K pilot screen – second read-out of inhibitors of VEEV, no call of its own (marks repeat the call); inhibition, %; measured here: 10K pilot screen inhibition
Numbers without * were called inactive; i = inactive; ? = inconclusive; · = not tested or not shown. This is a random part of the collection; 1.6% or so of the library scored in one or more.

SMILES	Salmonella PhoP GFP	M. tuberculosis HTS	H1N1 NS1A inhibition	inhibitors of VEEV	tuberculosis growth	others
CCN(C(=O)CSc1nnc(-c2ccc3c(c2)OCO3)o1)C1CCS(=O)(=O)C1 (stereo unspecified)	·	-2%	5%	1.1%	-15%
CCC(C)/C(C)=N/Nc1ccc(S(N)(=O)=O)cc1[N+](=O)[O-] (stereo unspecified)	-9%	3%	6%	i	3%
CCC(=O)N(CCc1ccccc1C)Cc1cc2ccc(C)cc2[nH]c1=O	-3%	-2%	-2%	2.9%	0%
COc1ccc(N=C2SC(CC(=O)Nc3ccc(F)cc3)C(=O)N2Cc2ccco2)cc1 (stereo unspecified)	-5%	17%	-3%	6.3%	8%
COc1ccc(CNC(=O)CSc2n[nH]c(N)n2)cc1	9%	2%	5%	i	2%
CCN(CC)CCOC(=O)c1ccc(NC(=O)CSc2nnc(-c3cccs3)n2CC)cc1	·	·	-9%	1.0%	·
O=C(NNC(=O)c1sc2ccccc2c1Cl)Nc1ccc(Cl)cc1	17%	3%	10%	1.3%	-4%
CC(NC(=O)/C(C#N)=C/c1ccc(C(=O)O)cc1)c1ccccc1 (stereo unspecified)	7%	-1%	-8%	1.9%	-6%
C[C@@H]1COC(=O)[C@H](CC(=O)OC(C)(C)C)C/C=C\C[C@H](CC(=O)NCCO)C(=O)N1	·	-2%	-17%	0.3%	8%
Cc1oc(-c2cccc(Cl)c2)nc1CS(=O)(=O)CC(=O)NCCN1CCOCC1	-9%	-16%	1%	1.2%	-8%	inhibitors of VEEV 10K pilot screen=1.9
CN(C)c1ccc(C(=O)Nc2nc3c(s2)CCCC3)cc1	·	70%	11%	11%	·
COc1ccc(C2CC(c3cccs3)=Nc3ccccc3S2)cc1 (stereo unspecified)	-6%	30µM*	-9%	i	77%
COc1ccc2cc1Oc1ccc(cc1)CC1c3c(cc(OC)c4c3Oc3cc5c(cc3O4)CCNC5C2)CCN1C (stereo unspecified)	-7%	2%	?	i	-11%
O=C(CSc1nc2c(c(C(F)(F)F)n1)CCc1ccccc1-2)NCc1ccc(F)cc1	-6%	4%	-1%	0.2%	-3%
O=C(c1ccc(OC2CCN(Cc3ccc(C(F)(F)F)cc3)CC2)cc1)N1CCCCC1	6%	?	-3%	i	45%
COc1ccc(NC(=O)C2CCCN(S(=O)(=O)c3ccc(Cl)cc3)C2)cc1OC (stereo unspecified)	-6%	-3%	6%	1.2%	0%
Cc1ccc(S(=O)(=O)N2CCC(C(=O)Nc3nnc(COc4ccccc4)s3)CC2)cc1	·	·	-11%	0.8%	·
Cc1cc(C(=O)COC(=O)c2ccc(O)cc2)c(C)n1CCc1ccc(F)cc1	6%	12%	9%	5.2%	46%
COc1cc(/C=C/C(=O)Nc2ccc(OC)c(S(=O)(=O)N3CCOCC3)c2)ccc1OCC#N	·	-3%	-9%	1.6%	-17%
CCOC(=O)CSc1nnc(-c2c[nH]c3ccccc23)n1CC	-6%	27%	4%	1.4%	31%
CC1(C)OC1(C#N)c1ccccc1 (stereo unspecified)	·	·	0%	1.6%	·
C/C=C(\C)C(=O)NNC(=O)c1sc(-c2ccccc2)nc1C	3%	9%	5%	0.3%	-10%
CC(Sc1nnc(-c2ccco2)n1N)C(=O)NCC1CCCO1 (stereo unspecified)	·	1%	9%	0.4%	-9%
NS(=O)(=O)c1ccc(CCNCc2cc(Cl)ccc2OCc2ccccc2)cc1	3%	9%	15%	i	56%

Brought forward from above: five entries, then new ones.
SMILES	Salmonella PhoP GFP	M. tuberculosis HTS	H1N1 NS1A inhibition	inhibitors of VEEV	tuberculosis growth	others
CCOC(=O)CSc1nnc(-c2c[nH]c3ccccc23)n1CC	-6%	27%	4%	1.4%	31%
CC1(C)OC1(C#N)c1ccccc1 (stereo unspecified)	·	·	0%	1.6%	·
C/C=C(\C)C(=O)NNC(=O)c1sc(-c2ccccc2)nc1C	3%	9%	5%	0.3%	-10%
CC(Sc1nnc(-c2ccco2)n1N)C(=O)NCC1CCCO1 (stereo unspecified)	·	1%	9%	0.4%	-9%
NS(=O)(=O)c1ccc(CCNCc2cc(Cl)ccc2OCc2ccccc2)cc1	3%	9%	15%	i	56%
COC(=O)c1n[nH]nc1-c1ccccc1	8%	8%	-5%	i	11%
O=c1cnc2ccccc2n1Cc1ccc(Br)cc1	0%	9%	1%	0.2%	2%
CCOC(=O)/C(C#N)=N/Nc1ccccc1C#N	-19%	3%	10%	1.1%	17%
COc1ccc(NC(=O)CSc2nnc(-c3ccncc3)n2CC2CCCO2)c(OC)c1 (stereo unspecified)	-3%	-13%	-1%	3.2%	-8%
COc1ccc(CCNC(=O)CCC(=O)NC2CCCC(C)C2C)cc1OC (stereo unspecified)	-4%	6%	-1%	0.3%	-14%
COc1ccc(OC)c(NC(=O)c2ccc(CN3CCOCC3)cc2)c1	-2%	0%	-5%	1.1%	-8%
C=CCNC(=O)c1ccc(N(Cc2ccc(Cl)cc2)S(C)(=O)=O)cc1	4%	-3%	-1%	i	-16%
Cc1ccc2[nH]c(C(=O)NCCN3CCCC3)cc2c1	-6%	-8%	-1%	i	-6%
COc1ccc(S(=O)(=O)NC(C)C(=O)NC2CC2)cc1C (stereo unspecified)	-8%	-7%	0%	1.0%	-17%
COCCOc1ccc(C(F)(F)F)cc1NC(=O)c1ccccc1	1%	-6%	-6%	0.2%	5%
CN(N)c1nc(C(F)(F)F)nc2ccccc12	3%	3%	-2%	6.1%	-2%
COC(=O)c1cc(S(=O)(=O)N2CCCC(C)C2)c[nH]1 (stereo unspecified)	-4%	2%	-10%	0.8%	3%

5 compounds already listed, ordered by heavy-atom count, falling:
SMILES	Salmonella PhoP GFP	M. tuberculosis HTS	H1N1 NS1A inhibition	inhibitors of VEEV	tuberculosis growth	others
COc1ccc(CCNC(=O)CCC(=O)NC2CCCC(C)C2C)cc1OC (stereo unspecified)	-4%	6%	-1%	0.3%	-14%
COc1ccc(OC)c(NC(=O)c2ccc(CN3CCOCC3)cc2)c1	-2%	0%	-5%	1.1%	-8%
Cc1ccc2[nH]c(C(=O)NCCN3CCCC3)cc2c1	-6%	-8%	-1%	i	-6%
COC(=O)c1cc(S(=O)(=O)N2CCCC(C)C2)c[nH]1 (stereo unspecified)	-4%	2%	-10%	0.8%	3%
CCOC(=O)/C(C#N)=N/Nc1ccccc1C#N	-19%	3%	10%	1.1%	17%

The list continues.
SMILES	Salmonella PhoP GFP	M. tuberculosis HTS	H1N1 NS1A inhibition	inhibitors of VEEV	tuberculosis growth	others
Cc1cc(C)n2nc(C(=O)OCC(=O)Nc3ccc4c(c3)OCO4)nc2n1	7%	-8%	5%	0.3%	-3%
COc1cccc2c(=O)n(CC(=O)Nc3ccccc3F)ccc12	-12%	-10%	0%	1.5%	·
CC1CN(S(=O)(=O)c2cccc(C(=O)NCCc3ccc(S(N)(=O)=O)cc3)c2)CC(C)O1 (stereo unspecified)	·	4%	-3%	4.5%	4%
CCNc1nc(NCC)nc(Oc2ccc(C(=O)OC)cc2)n1	-20%	3%	10%	1.1%	14%
Cc1cccc(NC2CNC(=O)NC2=O)c1 (stereo unspecified)	·	·	4%	i	·
COc1ccc(OCCCC(=O)Nc2cc([N+](=O)[O-])ccc2C)cc1	6%	-4%	-2%	2.7%	15%
CC(C)c1nnc(NC(=O)Cc2ccc(Br)cc2)s1	1%	-11%	-6%	i	-4%
O=C1/C(=C/c2cccnc2)SC(=S)N1c1ccc(F)cc1	-3%	0%	6%	2.0%	-4%
CC1(C)CC(CCC(=O)NC(=S)Nc2ccccc2Cl)C(=O)O1 (stereo unspecified)	-4%	-2%	-10%	i	34%
CCOc1ccc(NS(=O)(=O)c2cc(NC(=O)CCNC(=O)c3ccco3)ccc2OC)cc1	·	·	-8%	4.2%	·
CC(=O)O[C@@H]1[C@H](OC(=O)CC(C)C)c2c(ccc3ccc(=O)oc23)OC1(C)C	19%	8%	-1%	4.4%	24%
COc1ccccc1CN1CCN(C(=O)Cc2ccccc2)CC1	3%	-4%	-4%	1.0%	-8%

Molecules listed so far with a nitro group on carbon:
SMILES	Salmonella PhoP GFP	M. tuberculosis HTS	H1N1 NS1A inhibition	inhibitors of VEEV	tuberculosis growth	others
CCC(C)/C(C)=N/Nc1ccc(S(N)(=O)=O)cc1[N+](=O)[O-] (stereo unspecified)	-9%	3%	6%	i	3%
COc1ccc(OCCCC(=O)Nc2cc([N+](=O)[O-])ccc2C)cc1	6%	-4%	-2%	2.7%	15%

Following part.
SMILES	Salmonella PhoP GFP	M. tuberculosis HTS	H1N1 NS1A inhibition	inhibitors of VEEV	tuberculosis growth	others
Cc1ccc(/C=N/Nc2ccc(F)cc2)s1	-1%	1%	2%	1.6%	35%
O=C(Cc1cccs1)N1CCN=C1SCc1cccc(F)c1	-1%	10%	-14%	3.7%	7%
COc1cc2c(cc1OC)C1(Nc3c-2c(C)nn3-c2ccccc2)C(=O)Nc2ccccc21 (stereo unspecified)	-24%	9%	17%	7.6%	20%
O=C(O)CCSCC(=O)Nc1c(C(=O)C2CC2)oc2ccccc12	1%	-8%	-5%	3.2%	-10%
O=C(NC1CCCc2ccccc21)C1CCN(S(=O)(=O)c2cnc[nH]2)CC1 (stereo unspecified)	-2%	-5%	1%	0.1%	5%
Cc1ccc(NS(=O)(=O)c2ccc(-c3ccc(=O)[nH]n3)o2)cc1N(C)C	-26%	5%	2%	3.2%	3%
Cc1n[nH]c(=O)c2c(NC(=O)CSc3nnc(C4CC4)n3C)oc(C)c12	-4%	0%	-10%	1.3%	-15%
O=C(NNC(=O)c1cccc(Cl)c1)NNC(=O)c1cccc(Cl)c1	·	2%	5%	0.4%	4%
CCCOc1ccc2oc(=O)c3c(c2c1)CCCN3C(=O)CN(C)Cc1ccccc1	5%	30%	-1%	0.9%	36%
Cc1ccc(NC(=O)C2CCN(S(=O)(=O)c3cccs3)CC2)c(O)c1	-4%	0%	-10%	8.4%	56%
CCCc1nn(C)c(C(=O)Nc2ccc3ccccc3c2)c1Cl	-2%	6%	-2%	i	18%	inhibitors of VEEV 10K pilot screen=4.2
Cc1ccc2nc(NC(=O)c3ccc(NS(=O)(=O)c4cccs4)cc3)sc2c1	-3%	8%	2%	7.7%	47%

Structures above containing bromine (two):
SMILES	Salmonella PhoP GFP	M. tuberculosis HTS	H1N1 NS1A inhibition	inhibitors of VEEV	tuberculosis growth	others
O=c1cnc2ccccc2n1Cc1ccc(Br)cc1	0%	9%	1%	0.2%	2%
CC(C)c1nnc(NC(=O)Cc2ccc(Br)cc2)s1	1%	-11%	-6%	i	-4%

Continuation.
SMILES	Salmonella PhoP GFP	M. tuberculosis HTS	H1N1 NS1A inhibition	inhibitors of VEEV	tuberculosis growth	others
CC1=C(C#N)C(=O)NC(=O)/C1=C\c1ccc(-c2cc(C)c(C)cc2[N+](=O)[O-])o1	·	·	9%	1.6%	·
CCCc1cc(=O)[nH]c(SCc2cccc(C)c2)n1	-12%	-1%	-3%	3.0%	19%	inhibitors of VEEV 10K pilot screen=1.9
Cc1cc(C)c(S(=O)(=O)Nc2ccccc2C(=O)N2CCCC2)c(C)c1	-5%	0%	20%	5.2%	3%
COc1ccc2[nH]c(O)c(N=NC(=O)c3ccc(NS(=O)(=O)c4cccs4)cc3)c2c1	·	-9%	-9%	6.8%	-9%
COc1ccc(N(CC(O)CN2CCOCC2)S(=O)(=O)c2ccccc2)cc1 (stereo unspecified)	3%	-1%	2%	1.1%	-5%
CCOc1cc(/C=N\NC(=O)c2c(C)nc3ccccn23)ccc1O	-3%	3%	5%	0.6%	-11%
Cc1ccc(S(=O)(=O)c2c[nH]c3ccc(Cl)cc3c2=O)cc1	0%	-5%	1%	1.8%	-7%
O=C1OC2(CCCCC2)OC(=O)C1=CNc1nc2ccccc2s1	-4%	0%	-26%	0.7%	0%
Cc1ccc(O)c(-c2cc3ccccc3[nH]2)c1	0%	-8%	3%	i	10%
CCCCc1c(O)c2ccccc2[nH]c1=O	-4%	-3%	17%	2.1%	-3%
CC(=O)Nc1ccc(NS(=O)(=O)c2cc(C)sc2C)cc1	-1%	-4%	0%	0.8%	-6%
